Bioassay records: PubChem, National Center for Advancing Translational Sciences (NCATS)
AmpC inh det = Promiscuous and Specific Inhibitors of AmpC Beta-Lactamase (assay with detergent) | purified AmpC, nitrocefin hydrolysis with detergent | AID 584, 2007 | Potency, µM (titrated, usually from 28.7 µM), without a hit: at the highest dose activity change, negative = inhibition | 71,000 compounds, 0.09% hits; active means well fitted curve in the direction sought with a large enough effect
Target sequence (P00811 whole entry, looked up): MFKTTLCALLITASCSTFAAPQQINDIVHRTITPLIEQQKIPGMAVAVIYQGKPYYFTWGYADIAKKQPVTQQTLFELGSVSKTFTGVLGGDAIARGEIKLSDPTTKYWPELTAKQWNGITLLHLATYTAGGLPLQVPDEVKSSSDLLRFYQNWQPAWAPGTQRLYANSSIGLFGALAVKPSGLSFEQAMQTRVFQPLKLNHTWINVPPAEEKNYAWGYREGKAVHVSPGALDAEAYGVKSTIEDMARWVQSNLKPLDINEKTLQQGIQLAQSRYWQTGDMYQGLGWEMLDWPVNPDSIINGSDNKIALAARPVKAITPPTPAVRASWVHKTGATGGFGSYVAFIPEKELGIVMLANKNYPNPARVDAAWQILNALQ
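E. coli AmpC (5.3 nM) in 20 mM phosphate pH 7.0 with 0.01% Triton X-100, preincubated 15 min RT with compound; nitrocefin (2 uL of 800 uM stock) hydrolysis followed by 480 nm absorbance every 20 s over 4 min.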
The depositor's hits bear a star; [ ] = another dose, or the depositor's remark. On the % scale 0 is the no-effect control and ±100 the full control effect; potency means the concentration at half of the fitted maximal effect.

SMILES | AmpC inh det
Cn1c(=O)n(CC(=O)N2CCOCC2)c2ccccc21 | -2.4%
CCc1c(C)sc(NC(=O)c2cc(-c3ccco3)on2)c1C#N | -6.9%
Cc1ccc2c(c1)N(CC(=O)c1cccc(Cl)c1)C(=O)C(C)O2 (stereo unspecified) | 2.3%
Cc1ccccc1-n1nnnc1-c1ccccc1 | 9.9%
CCc1nc(SCC(=O)Nc2cc(C)on2)c2c(C)c(C)sc2n1 | -13.0%
COC(=O)c1ccccc1NC(=O)c1cnn2c(C(F)F)cc(C3CC3)nc12 | -0.6%
CCOC(=O)c1nnn(-c2nonc2-n2cccc2)c1CN1CCC(C)CC1 | 15.1%
CC1(C(=O)NCCc2c[nH]c3ccccc23)C=CCN1C(=O)c1ccccc1 (stereo unspecified) | 18.5%
CCCCN(C(=O)NC(=O)C1=C(N2CCOCC2)/C(=C/c2ccccc2)CC1)S(C)(=O)=O | -1.4%
Cc1c(C(=O)OCC(=O)c2ccc3c(c2)OCCO3)oc2ccccc12 | -0.9%

Additional records follow:
SMILES | AmpC inh det
CCOC(=O)N1CCC(NC(=O)Cn2c3c(c(-c4ccccc4Cl)cc2=O)CCC3)CC1 | 5.3%
COC(=O)[C@@]1(Cc2ccc(F)cc2)[C@H]2c3cc(C(=O)N4CCCC4)n(CCc4ccc(OC)c(Br)c4)c3C[C@H]2CN1C(=O)c1ccccc1 | 3.1%
CCOC(=O)c1c(C)[nH]c(C(=O)COC(=O)c2cnc(C)cn2)c1C | 10.1%
CCOC(=O)c1[nH]c(=O)[nH]c1COC(=O)c1cc2ccccc2o1 | 0.1%
COc1ccc(NC(=O)CSc2nnc(CN3CCOCC3)n2-c2ccccc2)cc1Cl | 14.4%
Fc1ccc(-c2nn3c(C4COc5ccccc5O4)nnc3s2)cc1 (stereo unspecified) | -1.2%
O=C(NC1CCCc2ccccc21)C1CCN(S(=O)(=O)N2CCCCCC2)CC1 (stereo unspecified) | -0.5%
Oc1c(CN2CCOCC2)ccc(CN2CCOCC2)c1O | -0.3%[5.75 µM]
CN1CCN(c2cc(=O)n(-c3ccc(Cl)cc3)c(=O)[nH]2)CC1 | 11.3%
CC1(C)CC(=O)c2c(O)cc(O)cc2O1 | -1.3%

Molecules from the list above that have a carbonyl joined to an NH by a bond outside any ring (eight):
SMILES | AmpC inh det
CCc1c(C)sc(NC(=O)c2cc(-c3ccco3)on2)c1C#N | -6.9%
CCc1nc(SCC(=O)Nc2cc(C)on2)c2c(C)c(C)sc2n1 | -13.0%
COC(=O)c1ccccc1NC(=O)c1cnn2c(C(F)F)cc(C3CC3)nc12 | -0.6%
CC1(C(=O)NCCc2c[nH]c3ccccc23)C=CCN1C(=O)c1ccccc1 (stereo unspecified) | 18.5%
CCCCN(C(=O)NC(=O)C1=C(N2CCOCC2)/C(=C/c2ccccc2)CC1)S(C)(=O)=O | -1.4%
CCOC(=O)N1CCC(NC(=O)Cn2c3c(c(-c4ccccc4Cl)cc2=O)CCC3)CC1 | 5.3%
COc1ccc(NC(=O)CSc2nnc(CN3CCOCC3)n2-c2ccccc2)cc1Cl | 14.4%
O=C(NC1CCCc2ccccc21)C1CCN(S(=O)(=O)N2CCCCCC2)CC1 (stereo unspecified) | -0.5%

(list continues)
SMILES | AmpC inh det
Cc1cc(C)cc(-c2nnc(SCC(=O)NCc3cccs3)o2)c1 | 3.0%
CCCCOc1ccc(NC(=O)CN2CCN(C(=O)OCC)CC2)cc1 | 12.9%
O=C(O)c1ccccc1C(=O)OCc1ccccc1 | 11.3%
COc1ccc(N2C(=O)CC(Cc3ccccc3)C2=O)cc1 (stereo unspecified) | -3.4%
Clc1ccccc1C(Nc1cnccn1)Nc1cnccn1 | -0.9%[5.75 µM]
O=c1c2ccccc2oc2cc(O)c([C@@H]3COC[C@@H](CO)[C@@H](O)[C@@H](O)[C@H]3O)c(O)c12 | 1.2%
CCn1c(COc2ccccc2)nnc1SCC(=O)Nc1cc(OC)ccc1OC | 6.4%
CC(=O)N1CCN(C(=O)CCc2c[nH]c3ccccc23)CC1 | -4.9%
CC(C)(C)OC(=O)N1CCOCCOCCN(C(=O)OC(C)(C)C)CCOCC1 | 8.8%
C[C@@]12CCC[C@](C)(C(=O)O)[C@@H]1CCc1ccc(O)cc12 | 1.4%

Continuation:
SMILES | AmpC inh det
Cc1cc(NC(=O)c2cnn3cccnc23)n(-c2ccccc2)n1 | -2.8%
O=C(NCc1ccccn1)c1ccc(Cl)cc1Cl | -2.0%
COC(=O)[C@@H]1C[C@H]1[C@@H](NC(=O)c1cc(C)nn1C)c1ccccc1 | -2.8%
COc1ccc2c(C)c(C(=O)NCC(C)O)oc2c1OC (stereo unspecified) | -2.0%
Cc1noc(C)c1S(=O)(=O)N1CCC(Cc2ccccc2)CC1 | -0.9%
O=C(Nc1ccon1)c1cnc2sccn2c1=O | -4.6%
COc1ccc(C2C(=O)N(CCc3ccccc3)CC(=O)N2C2CCCC2)cc1 (stereo unspecified) | -7.3%
CCCC(C(=O)NCC1CCCO1)N(Cc1ccco1)C(=O)CNS(=O)(=O)c1ccc(F)cc1 (stereo unspecified) | 6.8%
O=C(Cn1c(C(=O)N2CCN(C3CCCCC3)CC2)cc2sccc21)c1ccccc1 | -3.3%
Cc1ccc(S(=O)(=O)OCC(=O)O)cc1 | -0.1%[5.75 µM]

Additional compounds follow:
SMILES | AmpC inh det
O=C(c1ccc(S(=O)(=O)N2CCOCC2)cc1)N1CCN(c2ccccc2F)CC1 | -3.1%
Cc1noc(C)c1C(=O)Nc1nnc(-c2ccccc2)s1 | -1.2%
Cn1c(Cc2csc(N)n2)nnc1SCC(=O)NC1CCCCC1 | 2.5%
COc1ccccc1-c1cncnc1N(C)Cc1ccco1 | 12.5%
O=C(CS(=O)(=O)c1cn(Cc2ccc(F)cc2)c2ccccc12)N1CCCCC1 | -2.3%
COc1cccc(N(CC(=O)NCCSc2ccccc2)S(C)(=O)=O)c1 | -1.8%
CC[C@@H]1[C@H]2CCCCN3[C@@H]2[C@@H](C[C@H]3[C@@H]2C[C@H](C)C(=O)O2)[C@@H]2[C@H]1OC(=O)[C@H]2C | -3.5%
CCOC(=O)c1c(CN2CCOCC2)n(C)c2cc(Br)c(O)c(CN(C)C)c12 | -3.8%
CN(C)CCCNc1c2c(nc3ccc(Cl)cc13)CCCC2 | -3.6%[5.75 µM]
CCc1c(C)nc2ncnn2c1Nc1ccc(C#N)c(Cl)c1 | 0.2%

Compounds from the list above that contain bromine:
SMILES | AmpC inh det
COC(=O)[C@@]1(Cc2ccc(F)cc2)[C@H]2c3cc(C(=O)N4CCCC4)n(CCc4ccc(OC)c(Br)c4)c3C[C@H]2CN1C(=O)c1ccccc1 | 3.1%
CCOC(=O)c1c(CN2CCOCC2)n(C)c2cc(Br)c(O)c(CN(C)C)c12 | -3.8%

The list continues:
SMILES | AmpC inh det
CCOC(=O)C1=C(C)N=C2SC(CC)C(=O)N2C1c1cccc(F)c1 (stereo unspecified) | -2.2%
Cc1ccc(-c2nnc(COc3cccc(-n4cnnn4)c3)o2)cc1 | 2.6%
O=C(NC(=O)c1ccc(Cl)c(Cl)c1)OC1CCS(=O)(=O)C1 (stereo unspecified) | -0.5%
COc1ccccc1C1CC(c2ccc(C)cc2)Nc2ncnn21 (stereo unspecified) | 13.3%
Cc1ccc(NC(=O)C2CCCN(S(=O)(=O)c3c(C)noc3/C=C/N(C)C)C2)cc1F (stereo unspecified) | -2.6%
COC(=O)c1cccc(NC(=O)CN2CCOCC2)c1 | -3.0%
Cc1nccc2c1[nH]c1ccccc12 | -1.2%
CCOC(=O)Nc1ccc2c(c1)ncn2C1CCCCC1 | -6.4%
OC(COCC1COc2ccccc2O1)CN1CCc2ccccc2C1 (stereo unspecified) | -1.7%
CCOC(=O)N1CCN(C(=O)c2oc3ccc(S(=O)(=O)N4CCCCCC4)cc3c2C)CC1 | -0.1%

More structures.
SMILES | AmpC inh det
CCN(CC)CCCNC(=O)c1cc2c(=O)n(C)c3ccccc3c2n1C | 9.4%
COC(=O)c1ccccc1NC(=O)N1c2ccccc2CC1C (stereo unspecified) | -6.3%
CN(C)C(=O)CN1C(=O)C2CCCCN2C(=O)c2ccccc21 (stereo unspecified) | -2.5%
CCOC(=O)c1ccc(N2C(=O)c3n[nH]c(C)c3C2c2ccccc2)cc1 (stereo unspecified) | 4.5%
CC1C(C#N)=C(N)OC2=C1C(=O)CC(C)(C)C2 (stereo unspecified) | 5.6%
Cc1nn(-c2nc3ccccc3[nH]2)c(N)c1-c1ccccc1 | 0.0%
Nc1nonc1-c1nc2ccccc2n1Cc1ccc(Cl)cc1 | 1.0%
CN1CCN(C(=O)c2cc3c(n(-c4ccccc4)c2=O)CC(C)(C)CC3=O)CC1 | 14.0%
C=C1C(C(=O)N2CCOCC2)C1C(=O)N1CCOCC1 (stereo unspecified) | -0.9%
Cc1cc(NS(=O)(=O)c2ccc(NC(=O)Nc3cccc(Cl)c3)cc2)no1 | -4.8%

Later entries.
SMILES | AmpC inh det
N#CC1=C(N)Oc2cc(O)ccc2C1C1CCCCC1 (stereo unspecified) | 7.7%
O=S(=O)(NC1=NCCCCC1)c1cccs1 | 1.1%
Cn1c2c(c(=O)n(C)c1=O)C1c3ccccc3OCC1C(C)(C)O2 (stereo unspecified) | 7.0%
NCCNCCNCCNCCN | 11.9%
CCCc1[nH]nc2c1C(C1CCCCC1)C(C#N)=C(N)O2 (stereo unspecified) | 1.0%
Cc1ccc2c(c1)c1ncnc(N3CCN(c4ccccc4)CC3)c1n2C | 10.2%
N#Cc1ccc(CN2CCC3(CC2)CCN(C(=O)c2ccncc2)CC3)cc1 | 1.2%
CC(C)C(c1nnnn1C1CCCCC1)N1CCOCC1 (stereo unspecified) | 3.9%
COc1ccc(N2CCN(C(=O)CSc3ncnc4c3cnn4-c3ccc(OC)cc3)CC2)cc1 | 9.1%
Cc1ccc(NC(=O)COC(=O)c2ccc3c(c2)NC(=O)C2CCCN32)cc1 (stereo unspecified) | -5.7%

(list continues)
SMILES | AmpC inh det
CCc1c(C)nc(N)n2c(SCC(=O)N3CCCc4ccccc43)nnc12 | 15.0%
CCOC(=O)C1CCN(Cc2coc3ccc(Cl)cc3c2=O)CC1 | -3.2%
CC(C)C(c1nnnn1Cc1ccccc1)N1CCN(Cc2ccc3c(c2)OCO3)CC1 (stereo unspecified) | -0.4%
N#Cc1nc(COc2cccc(Cl)c2)oc1NCc1ccncc1 | -5.8%
Cc1occc1-c1nnc(SCC(=O)c2ccc(Cl)cc2)n1C | -3.8%
COc1cc(CSc2ncn[nH]2)c(OC)cc1CSc1ncn[nH]1 | -5.6%
COc1ccccc1-c1nc(C(N)=O)c2[nH]c(=O)n(-c3cccc(C)c3)c2n1 | -0.6%
COc1cccc(OC)c1OCC(O)CN1CCN(c2ccccc2)CC1 (stereo unspecified) | -2.6%
CCOC(=O)C1CCN(C(=O)c2cc(S(=O)(=O)N3CCOCC3)c(Cl)cc2Cl)CC1 | 10.7%
CCCCS(=O)(=O)N1CN(S(=O)(=O)CCCC)C2NC(=O)NC21 (stereo unspecified) | -4.5%

The list continues:
SMILES | AmpC inh det
O=C(CSc1nnnn1-c1ccccc1)Nc1nsc(-c2ccc(Cl)cc2)n1 | 0.0%
COc1ccc(OC)c(NC(=O)CCN2CCCC(C)C2)c1 (stereo unspecified) | -3.1%
Cc1cc(-c2ccco2)n(CC(=O)NCCN(C)C)n1 | 5.1%
COc1ccc2[nH]cc(CCNc3ncncc3-c3ccoc3)c2c1 | 9.2%
CCCCNc1cc(C(=O)O)cc(S(N)(=O)=O)c1Oc1ccccc1 | 2.2%[12.8 µM]
O=C(CCn1c(=O)oc2ccccc21)N1CCN(c2ccccc2F)CC1 | -3.2%
Cc1nc2oc3c(NCC4CCCO4)ncnc3c2c2c1COC(C)(C)C2 (stereo unspecified) | -2.7%
N#CC1=C(N)Oc2cc3c(cc2C1c1ccc(Cl)cc1)OCO3 (stereo unspecified) | -11.3%
O=C(CCC1CCCCC1)Nc1c[nH]c(=O)[nH]c1=O | -4.0%
CCS(=O)(=O)NCC(c1cccnc1)N1CCN(c2ccccc2OC)CC1 (stereo unspecified) | 12.3%

Other structures follow:
SMILES | AmpC inh det
Cn1cccc1C(=O)N1CCC2(CCCN(c3ccccn3)C2)CC1 | -2.4%
c1ccc(CSc2nnc(-c3ccco3)c(-c3ccco3)n2)cc1 | -4.8%
COc1ccc(S(=O)(=O)C(C#N)c2nc3ccccc3nc2N2CCC(C)CC2)cc1 (stereo unspecified) | -5.8%
COc1ccc(CN2CCCCCC2)c(C)c1C | -1.5%
Cc1noc(C)c1CSc1nnc2scc(-c3ccc(Cl)cc3)n12 | -2.6%
C=CCc1cccc2cc(C(=O)N(CC)CC)c(=O)oc12 | -4.3%
CCOc1ccc(-c2nnn(CCC(=O)O)n2)cc1OC | 11.5%
COc1ccc2[nH]cc(CCNc3nc(-c4c(C)noc4C)nc4ccccc34)c2c1 | -4.1%
CC(NC(=O)Cn1cnc2c1c(=O)n(C)c(=O)n2C)c1ccccc1 (stereo unspecified) | -1.7%
CCCC(c1nnnn1CS(=O)(=O)c1ccc(C)cc1)N1CCN(c2ccccc2)CC1 (stereo unspecified) | -2.3%

(listing goes on)
SMILES | AmpC inh det
COC(=O)c1ccccc1NC(=O)c1cc(-c2ccc(OC)c(OC)c2)on1 | -2.9%
Cc1c(C(=O)NCc2cccnc2)oc2ccc(S(=O)(=O)N3CCCC(C)C3)cc12 (stereo unspecified) | -2.7%
COC(=O)c1sc2cnccc2c1N | -5.2%
CC(C)c1cc(Nc2cccc(O)c2)cc(C(C)C)c1O | -2.1%
Clc1ccc(C2=Nn3c(nnc3-c3n[nH]c4c3CCC4)SC2)cc1Cl | -5.4%
CC(=O)Nc1ccc(S(=O)(=O)N2CCN(CCC#N)CC2)cc1 | 9.6%
COCCCNC(=O)CSc1ccc(Cl)cc1 | -1.6%
Cc1ccc(-c2nc(C#N)c(NCc3cccc4c3OCO4)o2)cc1 | -1.2%
COc1ccc(C(=O)c2c[nH]c3ccccc23)cc1 | -2.7%
CC(=O)c1cc(OC(=O)N2CCOCC2)ccc1OC(=O)N1CCOCC1 | 17.3%

Only part of the results is shown; rates above refer to the full screens.
